Mito fusion yeast – mitochondrial division inhibition or fusion activation. 320,000 tested, 0.23% active. Potency, µM (doses to about 46.1 µM), for the others: at the highest dose growth rescue (activation), actives largely listed as activators. S. cerevisiae fusion-defective mutant growth rescue, CellTiterGlo 48 h. AID 485298;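 also: potency is read from the fitted curve at half-maximal effect; % of control where 0% means no effect; nearly all actives have a fitted effect of over 45% in size; temperature-sensitive fusion mutants such as fzo1-1 at 37 °C on non-fermentable ethanol glycerol medium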
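Temperature-sensitive fusion-defective S. cerevisiae (e.g. fzo1-1, mgm1-5) were grown with compound in YPEG medium (3% ethanol, 3% glycerol) for 48 hours at 37C. Growth rescue was measured as viability by CellTiterGlo luminescence after 10 minutes at ambient.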
FLuc modulator – counter-screen for miR-21 project: firefly luciferase inhibitors or activators. 360,000 tested, 6.9% active. purified FLuc, Km substrates, luminescence inhibition. P08659. Potency, µM (highest dose often 57.5 µM), without a hit: at the highest dose activity change, negative = inhibition, actives largely listed as inhibitors;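 also: potency is read from the fitted curve at half-maximal effect; plate controls were vehicle for no effect and reference inhibitor for full effect; nearly all actives have a fitted effect of over 55% in size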
Target sequence (P08659 whole entry, looked up): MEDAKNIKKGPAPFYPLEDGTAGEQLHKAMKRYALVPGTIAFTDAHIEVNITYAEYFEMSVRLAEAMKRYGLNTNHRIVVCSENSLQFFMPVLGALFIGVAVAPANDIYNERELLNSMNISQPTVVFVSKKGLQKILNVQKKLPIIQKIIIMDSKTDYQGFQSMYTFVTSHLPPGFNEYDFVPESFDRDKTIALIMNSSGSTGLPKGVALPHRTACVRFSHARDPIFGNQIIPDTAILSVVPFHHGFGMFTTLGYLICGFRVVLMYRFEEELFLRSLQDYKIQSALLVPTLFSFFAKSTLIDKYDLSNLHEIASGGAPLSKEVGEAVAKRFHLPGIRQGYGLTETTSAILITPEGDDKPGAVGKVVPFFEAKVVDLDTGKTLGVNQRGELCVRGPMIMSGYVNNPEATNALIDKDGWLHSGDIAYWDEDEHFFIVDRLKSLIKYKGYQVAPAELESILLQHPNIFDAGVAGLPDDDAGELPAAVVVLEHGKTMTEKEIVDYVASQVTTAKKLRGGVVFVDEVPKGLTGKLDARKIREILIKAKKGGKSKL
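Purified P. pyralis luciferase (10nM final) with 10uM D-luciferin and 10uM ATP (Km levels) in 50mM Tris acetate pH 7.5, 10mM Mg acetate, 0.01% Tween-20, 0.05% BSA; qHTS 6-point titration, ~60 µM downward; luminescence read.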
NPC1 promoter act – activators of NPC1 promoter; Potency, µM (top dose mostly 9.22 µM), for the others: at the top dose activation, actives largely listed as activators; Huh7 NPC1 promoter luciferase reporter, 24 h; 320,000 tested, 2.4% active; AID 485313;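 also: potency is read from the fitted curve at half-maximal effect; % of control where 0% means no effect; nearly all actives have a fitted effect of over 60% in size; reporter is driven by a mutant NPC1 promoter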
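Stable NPC1-promoter luciferase Huh7 line; cpd (DMSO) 24 h, 37 °C, 5% CO2; Amplite luciferase reagent 10 min RT; luminescence readout. qHTS format.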
VP16 counter – Gal4-VP16 reporter inhibition counter-screen | Drosophila S2 Gal4-VP16 UAS-luciferase, luminescence, 20 h | Potency, µM (top dose mostly 53.6 µM), for inactives: at the highest dose activity, negative = inhibition, most hits filed as inhibitors | 310,000 tested, 3.5% active | AID 2546;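 also: Gal4-VP16 expression switched on by copper sulfate through the metallothionein promoter; potency is read from the fitted curve at half-maximal effect; % is scaled to controls: 0 for no effect and ±100 for the full control effect; nearly all actives have a fitted effect of over 50% in size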
MBNL1 CUG block – MBNL1-poly(CUG) RNA binding inhibition; 280,000 tested, 0.036% active; Q9NR56; Potency, µM (top dose mostly 57.5 µM), without a hit: top-dose activity change, negative = inhibition, most hits filed as inhibitors; TR-FRET MBNL1-His/biotin-(CUG)12 binding, 665/545 ratio; active = well fitted inhibition curve with a large enough effect in the signal ratio, with a control signal flat, not every such curve was filed as active; inconclusive = small, poorly fitted or top-dose-only effect, or effect the other way, or a change in a side signal; inactive = no such curve, though single readings can be large or run the other way; the % refers to the signal ratio; also: potency is read from the fitted curve at half-maximal effect; % is scaled to controls: 0 for no effect and ±100 for the full control effect
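TR-FRET between His-tagged MBNL1 and biotin-(CUG)12 RNA, detected with Tb anti-His antibody (0.055 ng/ul) and streptavidin-XL665 (5 nM), 60 min at room temperature. Compounds titrated 92 nM to 58 uM; 665/545 nm ratio normalized to buffer and complex controls.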
Menin-MLL TR inh – inhibitors of human menin-MLL interaction, mutant MLL peptide | 270,000 tested, 0.23% active | O00255 | AID 1768 | Menin + Texas Red MLL mutant peptide, fluorescence polarization | Potency, µM (titrated, usually from 61.6 µM), for the others: at the top dose FP activity change, negative = inhibition, most hits filed as inhibitors; active = well fitted inhibition curve with a large enough effect in the polarisation, with a control signal flat, not every such curve was filed as active; inconclusive = small, poorly fitted or top-dose-only effect, or effect the other way, or a change in a side signal; inactive = no such curve, though single readings can be large or run the other way; the % refers to the polarisation; also: potency is read from the fitted curve at half-maximal effect; % of control where 0% means no effect; many of its hits are not listed in these tables
ELG1 repair inh – ELG1-dependent DNA repair inhibition. HEK293T ELG1-luciferase reporter, luminescence, 16 h; DNA damage induced by 5-fluorouridine. Potency, µM (series often up to 46.1 µM), inactives show top-dose activity change, negative = inhibition, actives largely listed as inhibitors. 330,000 tested, 2.3% active. AID 504467; also: potency is read from the fitted curve at half-maximal effect; % is scaled to controls: 0 for no effect and ±100 for the full control effect; nearly all actives have a fitted effect of over 55% in size
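Reporter activity after DNA damage by 5-fluorouridine is monitored. Compound-treated cells incubate 16 hr at 37 °C, then ONE-Glo is added for 30 min before luminescence reading.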
PKM2 activator – increases activity of human pyruvate kinase M2 | 260,000 tested, 0.34% active | Potency, µM (series often up to 57.5 µM), inactives show top-dose activation, actives largely listed as activators | purified PKM2, Kinase-Glo ATP luminescence, activation; response scale: 0% is enzyme alone, no compound; also: potency is read from the fitted curve at half-maximal effect; % is scaled to controls: 0 for no effect and ±100 for the full control effect; nearly all actives have a fitted effect of over 55% in size
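hPK-M2, >95% pure; 0.1 mM ADP / 0.5 mM PEP final; imidazole pH7.2 buffer w/ 7 mM MgCl2, 50 mM KCl; 1 h RT; Kinase-Glo lum. Intermediate enzyme activity for dual inhibitor/activator qHTS.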
RORg inh – inhibitors of mouse ROR gamma transcriptional activity | Drosophila S2 Gal4-RORgamma UAS-luciferase reporter, 20 h | 310,000 tested, 5.4% active | P51450 | Potency, µM (top dose mostly 53.6 µM), for the others: top-dose activity change, negative = inhibition, usual class: inhibitors | AID 2551; also: potency is read from the fitted curve at half-maximal effect; % is scaled to controls: 0 for no effect and ±100 for the full control effect; nearly all actives have a fitted effect of over 60% in size
Target sequence (P51450 whole entry, looked up, the tested form may be a part): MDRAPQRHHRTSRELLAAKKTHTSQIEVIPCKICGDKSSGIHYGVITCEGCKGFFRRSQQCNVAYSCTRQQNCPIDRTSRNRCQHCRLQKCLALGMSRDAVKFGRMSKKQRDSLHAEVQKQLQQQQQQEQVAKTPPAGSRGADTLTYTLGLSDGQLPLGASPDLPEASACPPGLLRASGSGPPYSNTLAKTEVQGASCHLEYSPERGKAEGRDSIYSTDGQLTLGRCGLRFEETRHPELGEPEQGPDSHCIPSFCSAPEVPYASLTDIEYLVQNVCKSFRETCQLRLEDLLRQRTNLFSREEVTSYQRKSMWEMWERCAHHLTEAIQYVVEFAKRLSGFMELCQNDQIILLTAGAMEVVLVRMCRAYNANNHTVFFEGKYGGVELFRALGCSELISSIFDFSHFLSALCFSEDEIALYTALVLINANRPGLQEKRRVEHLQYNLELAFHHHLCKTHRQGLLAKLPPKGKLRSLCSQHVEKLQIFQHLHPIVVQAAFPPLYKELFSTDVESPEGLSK
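Luminescence from a UAS-regulated Photinus luciferase reporter in stably transfected Drosophila Schneider cells is measured; decreased signal marks ROR gamma inhibition. Fusion expression is induced by 700 uM copper sulfate for 20 hr.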
Rab9 promoter act – activators of Rab9 promoter | Potency, µM (doses to about 9.22 µM), without a hit: at the top dose activation, negative = inhibition, most hits filed as activators | 320,000 tested, 2.8% active | Huh7 Rab9 promoter-luciferase reporter, luminescence, 24 h; also: potency is read from the fitted curve at half-maximal effect; % of control where 0% means no effect; nearly all actives have a fitted effect of over 60% in size
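Cells were plated at 1500 per well in reduced-serum medium with 10% FBS and left 2 h. Compound in DMSO was then added for 24 h at 37 °C. Reporter signal was read by luminescence after 10 min with luciferase detection reagent.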
KCNH2 3.1 block – blocks the human KCNH2 3.1 channel isoform; U2OS KCNH2 3.1, thallium flux FluxOr; active compounds read low; activity change, % (tested at about 1.8 µM); 340,000 tested, 0.95% active;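 active = maximum activity change below -70%; inconclusive = maximum activity change from -70% to -50%; inactive = maximum activity change above -50%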;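 also: thallium influx rate constant from kinetic fluorescence after stimulation buffer; % is scaled to controls: 0 for no effect and ±100 for the full control effect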
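Channel expression came from 3.1 mutant virus (1.77 x 10^8 /mL) applied to suspended U2OS cells for 4 h. Flux was tracked with FluxOr dye plus Red40 quencher, and kinetic rate constants normalized to controls.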
Active calls of the source: *; ? = inconclusive; . = no result given; & = joins results of further samples; [ ] = another dose, or the depositor's remark. Unless noted, calls follow the shape of the dose curve; as a rule, active = well fitted curve in the direction sought with a large enough effect; inconclusive = small, poorly fitted or top-dose-only effect, or another doubt; inactive = no such curve, though single readings can be large; an effect the other way counts as inactive or inconclusive. Only part of the results is shown (hit frequency here may not be typical).

No.	canonical_smiles	Mito fusion yeast	FLuc modulator	NPC1 promoter act	VP16 counter	MBNL1 CUG block	Menin-MLL TR inh	ELG1 repair inh	PKM2 activator	RORg inh	Rab9 promoter act	KCNH2 3.1 block
1	CC(=O)Nc1cccc(C(=O)OCC(=O)NC(=O)c2ccccc2)c1	-4%	-13%	-1%	.	.	.	4%	.	.	0%	-7
2	Cc1ccc(C(=O)NCC(=O)Nc2ccc3c(c2)CCC3)cc1C	1%	0%	-2%	.	.	.	?	.	.	-3%	14
3	CCCCC(=O)Nc1ccc(C(=O)NNC(=S)NC(=O)c2ccccc2[N+](=O)[O-])cc1	0%	-5%	0%	-3%	?	?	10%	-6%	12%	-6%	9
4	COC(=O)C(NS(=O)(=O)c1ccc(N2CCCC2=O)cc1)c1ccccc1 (stereo unspecified)	0%	-1%	-2%	-1%	0%	.	4%	-1%	-3%	-1%	-2
5	CC(=O)Nc1cccc(Oc2nc(C(F)(F)F)nc3ccccc23)c1	6%	-1%	-6%	-5%	2%	33%[activator]	-1%	.	-3%	1%	-1
6	CC(C)COn1c(=S)[nH]c2ccccc2c1=O	-5%	21µM*	9%	10µM*	-4%	-2%	?	-2%	2.2µM*	11%	2
7	Cc1ccc(N2CC(C(=O)NCc3nnnn3-c3ccc(C)c(C)c3)CC2=O)cc1 (stereo unspecified)	1%	-1%&0%	1%	-2%	-4%	-1%	?	.	1%	-1%	-8
8	COc1ccc(NC(=O)C(c2ccc(C)cc2)N(C)C(=O)CNC(C)=O)cc1 (stereo unspecified)	-2%	2%	-2%	-1%	-4%	3%	9%	3%	-14%	-2%	1
9	Cc1cc(NC(=O)CSCC(=O)NCc2cccc(C(F)(F)F)c2)no1	-2%	4%	-6%	.	.	.	13%	.	.	0%	-5
10	COc1ccc(-n2c(C)nn(CCOc3ccccc3)c2=O)cc1	-7%	-17%	19%	10%	-2%	2%	?	0%	19%	?	21
11	COc1ccc(CCN(C)CCN2C(=O)c3ccccc3C2=O)cc1OC	3%	-1%	15%	-17%	-20%	-6%	4%	-2%	-4%	-3%	-7
12	CCCn1cnc2c(N)c(C)c(C)cc21	-6%	-2%	-1%	-21%	7%	-11%	4%	-5%	?	1%	-10
13	Cc1nc(C(=O)NC(C)C)nn1-c1cc(Cl)cc(Cl)c1	2%	2%	0%	-5%	.	-15%	6%	1%	-1%	0%	9
14	Cc1ccc(NC(=O)Cn2nc(-c3ccco3)ccc2=O)cc1Cl	1%	-3%	1%	5%	33%[activator]	21%	-12%	7%	-5%	0%	-2
15	O=C1CC(c2ccc(S(=O)(=O)N3CCN(c4ccccc4)CC3)cc2)CN1 (stereo unspecified)	-13%	4%	0%	-7%	-1%	0%	2%	0%	12%	-3%	4

The listing continues:
No.	canonical_smiles	Mito fusion yeast	FLuc modulator	NPC1 promoter act	VP16 counter	MBNL1 CUG block	Menin-MLL TR inh	ELG1 repair inh	PKM2 activator	RORg inh	Rab9 promoter act	KCNH2 3.1 block
16	Cc1ccc(C(=O)NCCNC(=O)c2ccc(C)o2)o1	1%	2%	-1%	-6%	2%	-13%	-3%	1%	0%	-1%	-2
17	CC/C=C/C(=O)N1CC2(CC(c3cccc(NC(=O)CCCCC)c3)=NO2)C[C@H]1C(N)=O (stereo partly specified)	-7%	7%	-7%	3%	-5%	.	-3%	7%	2%	-10%	-20
18	Cc1ccc(S(=O)(=O)n2nc(-c3ccc(Cl)cc3)nc2NCc2ccco2)cc1	21%	6%	13%	-6%	-4%	-20%	?	0%	5%	14%	-41
19	Cc1cc(C(=O)Nc2nc3ccc(S(C)(=O)=O)cc3s2)c(C)o1	-2%	0.85µM*	?	?	1%	3%	?	-11%	1.1µM*	3.2µM*	4
20	Cc1cc(C)nc(NS(=O)(=O)c2ccc(NC(=O)COc3ccccc3F)cc2)n1	-2%	1%	-3%	.	.	.	0%	.	.	-1%	11
21	C=CCNC(=S)/N=c1/ccccn1CCC	5%	1%	-2%	?	-5%	.	-3%	-6%	5µM*	1%	-15
22	O=C(CSc1nnc(-c2ccccc2)n1-c1ccccc1)c1cccs1	6%	2%	-6%	-23%	0%	-10%	-23%	-1%	?	8%	-17
23	Cc1cc(C)c(S(C)(=O)=O)c(S(=O)(=O)c2ccc(Cl)cc2)n1	-2%	1%	-2%	-1%	8%	-7%	?	-4%	-3%	-2%	-4
24	COc1cccc(NC(=O)CN(C)C(=O)CCC(=O)c2cc(C)sc2C)c1	4%	0%	-3%	.	.	.	-29%	.	.	0%	26
25	COc1cc(C2C3=C(CCCC3=O)Nc3[nH]n(-c4ccccc4)c(=O)c32)ccc1O (stereo unspecified)	3%	-7%	-2%	-5%	?	.	?	-1%	6%	0%	11
26	O=C(CN(C(=O)c1csnn1)c1ccccc1Cl)NC1CCCCC1	-5%	-2%	0%	16%	-5%	3%	15%	2%	0%	2%	-1
27	CCNc1nc(NC(C)C)nc(NS(=O)(=O)c2ccc(C)cc2)n1	-1%	8%	-4%	0%	1%	4%	-11%	2%	13%	0%	26
28	O=C1C=C(N(CCO)CCO)C2(CCCCC2)O1	-3%	-1%	-3%	1%	-4%	20%	-3%	3%	-17%	0%	18
29	Cc1ccsc1C(=O)N/N=C/c1ccc2c(c1)OCO2	2%	1.5µM*	0.71µM*	?	23%	3%	?	-84%	?	0.63µM*	-17
30	COc1cc(C)c(C)cc1S(=O)(=O)n1c(C)nc2ccccc21	-4%	-2%	2%	-9%	-1%	0%	3%	1%	7%	0%	-1

5 records picked at random from the list so far, as already listed:
No.	canonical_smiles	Mito fusion yeast	FLuc modulator	NPC1 promoter act	VP16 counter	MBNL1 CUG block	Menin-MLL TR inh	ELG1 repair inh	PKM2 activator	RORg inh	Rab9 promoter act	KCNH2 3.1 block
28	O=C1C=C(N(CCO)CCO)C2(CCCCC2)O1	-3%	-1%	-3%	1%	-4%	20%	-3%	3%	-17%	0%	18
16	Cc1ccc(C(=O)NCCNC(=O)c2ccc(C)o2)o1	1%	2%	-1%	-6%	2%	-13%	-3%	1%	0%	-1%	-2
27	CCNc1nc(NC(C)C)nc(NS(=O)(=O)c2ccc(C)cc2)n1	-1%	8%	-4%	0%	1%	4%	-11%	2%	13%	0%	26
26	O=C(CN(C(=O)c1csnn1)c1ccccc1Cl)NC1CCCCC1	-5%	-2%	0%	16%	-5%	3%	15%	2%	0%	2%	-1
21	C=CCNC(=S)/N=c1/ccccn1CCC	5%	1%	-2%	?	-5%	.	-3%	-6%	5µM*	1%	-15

New compounds follow
No.	canonical_smiles	Mito fusion yeast	FLuc modulator	NPC1 promoter act	VP16 counter	MBNL1 CUG block	Menin-MLL TR inh	ELG1 repair inh	PKM2 activator	RORg inh	Rab9 promoter act	KCNH2 3.1 block
31	O=C(NC1CCCCC1)C(c1ccc2ncccc2c1)N(Cc1ccccc1)C(=O)c1cccs1 (stereo unspecified)	-3%	1%	-5%	-4%	-14%	-27%	-28%	2%	-6%	-4%	-22
32	c1ccc(CCc2nc(-c3ccc(-n4cccc4)cc3)no2)cc1	3%	-20%	1%	18%	5%	5%	-13%	4%	21%	3%	-12
33	CC1CCc2sc3nc(N4CCN(CCO)CC4)n4ncnc4c3c2C1 (stereo unspecified)	-8%	?	22%	-10%	-9%	4%	?	3%	-7%	5%	20
34	CC(C)(C)c1ccc(/C=C/C(=O)Nc2ncccn2)cc1	?	4.8µM*	4µM*	3%	.	14%	?	-2%	?	4µM*	11
35	O=C(NNC1=NCCCCC1)Nc1ccc(Cl)cc1	2%	?	21%	-7%	.	.	13%	-5%	23%	?	-8

From PubChem
